From PubChem BioAssay
TbPYK inhibitor – inhibitors of Trypanosoma brucei pyruvate kinase | TbPYK enzyme, Kinase-Glo Plus ATP luminescence, 45 min | Potency, µM (highest dose often 76.8 µM), inactives show top-dose activity, negative = inhibition, usual class: inhibitors | 0.12% of 410,000 active | AID 624173; further: potency means the concentration at half of the fitted maximal effect; nearly all actives have a fitted effect of over 50% in size
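Glycolytic pyruvate kinase of T. brucei was incubated with substrate, test compound and 130 uM ADP for 45 minutes at room temperature. Luminescent Kinase-Glo Plus signal was measured after 10 minutes.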
AmpC detergent – inhibitors of E. coli AmpC beta-lactamase with detergent; P00811; AmpC hydrolysis of nitrocefin, absorbance 480 nm, 0.01% Triton; Potency, µM (top dose mostly 114 µM), without a hit: at the highest dose activity change, negative = inhibition, hits mostly inhibitors; 0.041% of 370,000 active;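 further: potency means the concentration at half of the fitted maximal effect; 0% = no-compound wells and -100% = no-enzyme wells; nearly all actives have a fitted effect of over 25% in size; some results filed as inactive show a strong effect at the top dose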
Target sequence (P00811 whole entry, looked up): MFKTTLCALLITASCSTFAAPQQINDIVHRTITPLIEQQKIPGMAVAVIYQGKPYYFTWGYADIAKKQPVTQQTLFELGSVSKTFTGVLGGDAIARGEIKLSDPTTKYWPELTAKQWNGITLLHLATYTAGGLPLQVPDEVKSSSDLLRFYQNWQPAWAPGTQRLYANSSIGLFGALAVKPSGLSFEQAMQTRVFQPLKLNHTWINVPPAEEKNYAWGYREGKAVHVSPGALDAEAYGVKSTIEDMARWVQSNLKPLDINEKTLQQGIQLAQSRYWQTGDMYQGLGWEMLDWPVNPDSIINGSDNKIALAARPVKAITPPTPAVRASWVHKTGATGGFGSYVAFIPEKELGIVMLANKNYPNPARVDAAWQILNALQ
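20 mM phosphate pH 7.0 + 0.01% (detergent screen) or 0.0001% Triton X-100; 5.3 nM AmpC reagent; cpd preinc 15 min RT; nitrocefin (800 uM stock) to start; A480 q20 s × 4 min; Activity was normalised to no-enzyme and no-compound control wells.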
AMA1 RON2 block – disrupts binding of P. falciparum AMA1 to RON2 | 0.2% of 360,000 active | AlphaScreen AMA1-biotinylated RON2 peptide binding | Potency, µM (doses to about 58.2 µM), for inactives: at the top dose activity change, negative = inhibition, usual class: inhibitors | AID 720542;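 further: potency means the concentration at half of the fitted maximal effect; 0% = vehicle wells and -100% = peptide control; nearly all actives have a fitted effect of over 45% in size; some results filed as inactive show a strong effect at the top dose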
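AMA1 (3D7) with his tag at 25 nM final met compounds first, then biotinylated RON2 peptide at 25 nM; detection used donor plus acceptor beads, 10 µg/mL apiece, read by AlphaScreen after 30 min at room temperature.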
HCMV inh – blocks human cytomegalovirus replication. HFF cells, HCMV-luciferase reporter, 72 h; active compounds read low. activity change, negative = inhibition, % at 57.5 µM. 4.5% of 410,000 active. AID 1259415; in the data active means activity change below about -60%; inconclusive means no clear call, values can overlap the other calls; inactive means above about -39%
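Human foreskin fibroblasts infected with luciferase-reporter HCMV at MOI 1 PFU/cell, compounds at two doses. Luciferase measured 72 h post infection; normalized to buffer-only basal and Salinomycin (10uM) controls.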
Sm TGR inh – S. mansoni TGR enzyme inhibition | Q962Y6 | purified TGR, DTNB reduction, TNB absorbance 405 nm | Potency, µM (series often up to 114 µM), inactives show at the highest dose activity change, negative = inhibition, most hits filed as inhibitors | 3% of 360,000 active | AID 485364; further: potency means the concentration at half of the fitted maximal effect; nearly all actives have a fitted effect of over 60% in size
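Kinetic colorimetric format: TGR-catalysed, NADPH-driven DTNB reduction monitored via TNB absorbance. Enzyme dispensed at 20 nM; compound exposure 15 min at room temperature before reaction start.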
LmPK inh – blocks Leishmania mexicana pyruvate kinase activity; purified LmPK, Kinase-Glo ATP luminescence, 1 h; 0.37% of 290,000 active; Q27686; Potency, µM (highest dose often 57.5 µM), without a hit: at the top dose activity change, negative = inhibition, most hits filed as inhibitors; further: potency means the concentration at half of the fitted maximal effect
Target sequence (Q27686 whole entry, looked up): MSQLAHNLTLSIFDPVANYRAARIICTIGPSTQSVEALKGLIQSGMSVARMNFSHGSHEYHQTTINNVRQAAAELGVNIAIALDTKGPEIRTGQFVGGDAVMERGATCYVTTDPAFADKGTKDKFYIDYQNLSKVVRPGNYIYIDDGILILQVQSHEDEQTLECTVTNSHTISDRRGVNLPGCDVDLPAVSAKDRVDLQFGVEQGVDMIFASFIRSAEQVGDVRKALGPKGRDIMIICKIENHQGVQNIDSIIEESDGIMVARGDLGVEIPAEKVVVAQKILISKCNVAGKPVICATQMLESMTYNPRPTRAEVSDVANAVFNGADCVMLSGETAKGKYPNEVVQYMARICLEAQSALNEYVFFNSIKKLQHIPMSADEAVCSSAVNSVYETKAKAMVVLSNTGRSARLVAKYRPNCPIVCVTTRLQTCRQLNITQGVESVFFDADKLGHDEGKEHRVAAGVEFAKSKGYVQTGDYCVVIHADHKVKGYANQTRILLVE
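Screened at intermediate enzyme activity to detect both inhibitors and activators: LmPK at 0.1 nM, with a 0.5 nM enzyme column as activation reference. PEP 0.5 mM, ADP 0.1 mM; ATP detected by luminescence after 1 h.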
AmpC inh no detg – AmpC beta-lactamase inhibition without detergent; P00811; AmpC nitrocefin hydrolysis, absorbance 480 nm, 0.0001% Triton; Potency, µM (titrated, usually from 57.1 µM), without a hit: top-dose activity change, negative = inhibition, actives largely listed as inhibitors; 0.52% of 330,000 active; AID 485341;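 further: potency means the concentration at half of the fitted maximal effect; plate controls were no compound for no effect and no enzyme for full effect; nearly all actives have a fitted effect of over 20% in size; some results filed as inactive show a strong effect at the top dose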
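20 mM phosphate pH 7.0 + 0.01% (detergent screen) or 0.0001% Triton X-100; 5.3 nM AmpC reagent; cpd preinc 15 min RT; nitrocefin (800 uM stock) to start; A480 q20 s × 4 min; Activity was normalised to no-enzyme and no-compound control wells.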
* marks the source's active call; other numbers are inactive results; ? = inconclusive; / = no result given; & = joins results of further samples; [ ] = remark or other dose. Unless noted, the call rests on the fitted dose curve; in most records, active means well fitted curve in the direction sought with a large enough effect; inconclusive means small, poorly fitted or top-dose-only effect, or another doubt; inactive means no such curve, though single readings can be large; an effect the other way counts as inactive or inconclusive. Unless noted, on the % scale 0 is the no-effect control and ±100 the full control effect.

SMILES	TbPYK inhibitor	AmpC detergent	AMA1 RON2 block	HCMV inh	Sm TGR inh	LmPK inh	AmpC inh no detg
O=c1[nH]cnc2c1ncn2C1OC(CO)C(O)C1O (stereo not drawn)	-6%&0%	/	22%	41	/	/	/
CC(C)[C@H](NC(=O)c1ccc(Cl)c([N+](=O)[O-])c1)C(=O)NCc1ccc(F)cc1	2%	3%	0%	-12	5%	11%	-12%
O=C(NCc1ccc(F)cc1)c1cc(C(=O)C2CC2)c[nH]1	-5%	?	-8%	0	9%	0%	-21%
COCCNC(=O)C1CCCN(C(=O)c2oc3ccccc3c2C)CC1 (stereo not drawn)	5%	/	-2%	-39	/	/	/
CCCOC(=O)c1ccc(NC(=O)c2ccc(Br)o2)cc1	-12%	?	-19%	-1	-11%	-4%	-15%
Nc1c(C(=O)NCc2cccnc2)sc(=S)n1-c1ccccc1	-20%	-4%	16%	-12	6%[11.4 µM]	9%	-11%
NC(=O)C1CCN(c2ccc3c(c2)S(=O)(=O)c2ccccc2C3=O)CC1	1%	/	6%	1	/	/	/
N#Cc1ccc(C(=O)Nc2cc(C3CC3)nn2-c2ccccc2)cc1	-2%	-3%	0%	-26	3%	/	-20%
CCOC(=O)CC1C(=O)NCCN1C(=O)c1ccc(C)cc1 (stereo not drawn)	0%	3%	0%	21	5%	-2%	-8%
CSc1ccc(S(=O)(=O)N2CC(=O)Nc3ccccc32)cc1	-4%	-1%	10%	10	-1%	4%	-10%
CNc1nc2c(c(=O)[nH]c(=O)n2C)n1CCOC	/	-14%	/	/	-30%	1%	-3%
O=C(/C=C/c1ccccc1)Nc1nc(-c2ccncc2)cs1	-21%	-11%	4%	-63*	-4%	2%	-43%
CCOC(=O)Cn1cc(C(=O)C2CC2)c2ccccc21	0%	?	6%	48	6%	3%	-13%
Cc1ccc(Cc2c(C)c(C#N)c3[nH]c4ccccc4n3c2=O)cc1	-3%	-9%	3%	-33	-16%	9%	-31%
O=C(O)c1c(Cl)nc2ccccn12	5%	?	11%	4	-3%	1%	-14%
CC(C)c1nc2sc3c(SCC(=O)NCc4ccco4)ncnc3c2c2c1CCC2	-10%	-3%	-8%	12	25µM*	1%	30%
O=C(CCNC(=O)c1ccccc1Cl)Nc1ccncc1	3%	-4%	-6%	11	2%	-5%	-17%
CCOC(=O)C(/C=N/c1cc(C)nn1-c1ccccc1)=C(\C)O	3%	0%	0%	-34	6%	-1%	-2%
CCOCCCNC(=O)CN(Cc1ccc(Cl)cc1)S(C)(=O)=O	-3%	-19%	4%	-11	-4%	0%	-19%
Cc1cc2c(cc(C(=O)NCc3cccnc3)n2Cc2ccc(Cl)cc2)o1	-24%	?	-5%	6	?	-23%	1%

Laid out differently: 12 of the compounds above.
Each structure is followed by: TbPYK inhibitor	AmpC detergent	AMA1 RON2 block	HCMV inh	Sm TGR inh	LmPK inh	AmpC inh no detg
- N#Cc1ccc(C(=O)Nc2cc(C3CC3)nn2-c2ccccc2)cc1
→ -2%	-3%	0%	-26	3%	/	-20%
- CCOC(=O)CC1C(=O)NCCN1C(=O)c1ccc(C)cc1 (stereo not drawn)
→ 0%	3%	0%	21	5%	-2%	-8%
- CSc1ccc(S(=O)(=O)N2CC(=O)Nc3ccccc32)cc1
→ -4%	-1%	10%	10	-1%	4%	-10%
- CNc1nc2c(c(=O)[nH]c(=O)n2C)n1CCOC
→ /	-14%	/	/	-30%	1%	-3%
- O=C(/C=C/c1ccccc1)Nc1nc(-c2ccncc2)cs1
→ -21%	-11%	4%	-63*	-4%	2%	-43%
- CCOC(=O)Cn1cc(C(=O)C2CC2)c2ccccc21
→ 0%	?	6%	48	6%	3%	-13%
- Cc1ccc(Cc2c(C)c(C#N)c3[nH]c4ccccc4n3c2=O)cc1
→ -3%	-9%	3%	-33	-16%	9%	-31%
- O=C(O)c1c(Cl)nc2ccccn12
→ 5%	?	11%	4	-3%	1%	-14%
- CC(C)c1nc2sc3c(SCC(=O)NCc4ccco4)ncnc3c2c2c1CCC2
→ -10%	-3%	-8%	12	25µM*	1%	30%
- O=C(CCNC(=O)c1ccccc1Cl)Nc1ccncc1
→ 3%	-4%	-6%	11	2%	-5%	-17%
- CCOC(=O)C(/C=N/c1cc(C)nn1-c1ccccc1)=C(\C)O
→ 3%	0%	0%	-34	6%	-1%	-2%
- CCOCCCNC(=O)CN(Cc1ccc(Cl)cc1)S(C)(=O)=O
→ -3%	-19%	4%	-11	-4%	0%	-19%

Next section
SMILES	TbPYK inhibitor	AmpC detergent	AMA1 RON2 block	HCMV inh	Sm TGR inh	LmPK inh	AmpC inh no detg
CCCCc1nn2c(=O)cc(COC(=O)Cc3ccccc3)nc2s1	2%	6%	/	2	3%	/	/
Cc1ccc(C)c(N=Cc2cc3c(cc2[N+](=O)[O-])OCO3)c1	-3%	-13%	1%	5	-22%	-5%	-56%
COC(=O)c1ccc(CSc2nc3ccccc3c(=O)n2C)o1	-8%	-1%	1%	19	45µM*	1%	-10%
CCC1Oc2ccccc2N(CC(=O)NCCCN2CCN(c3ccc(OC)cc3)CC2)C1=O (stereo not drawn)	-3%	-8%	-11%	0	-9%	-1%	108%[activator]
CCOC(=O)c1ccc(NC(=O)NS(=O)(=O)c2ccc(C)cc2)cc1	-3%	-6%	-2%	9	6%	-1%	-34%
Cc1nc2cc(NC(=O)NCc3ccc4c(c3)OCO4)ccc2o1	2%	-1%	-2%	-12	2%	11%	?
CSc1nn(Cc2ccc(F)cc2)c(N)c1S(=O)(=O)c1ccc(Cl)cc1	-4%	3%	/	?	?	/	/
S=C(NCCCN1CCOCC1)N1CCN(c2cccc(Cl)c2)CC1	-22%	-1%	-13%	?	2%	-1%	58%
COc1ccccc1OCc1cc(C(=O)N(C)CCC2CCOCC2)no1	-10%	/	16%	16	/	/	/
O=C(NCC1COCCO1)C1CCN(S(=O)(=O)c2ccccc2)CC1 (stereo not drawn)	3%	2%	7%	19	7%	-1%	-8%
O=C(COC(=O)c1ccc(Cl)c(S(=O)(=O)N2CCCCC2)c1)NCCc1ccccc1	1%	?	3%	5	-9%	/	2%
COc1ccc(NC(=O)COc2ccc(Br)cc2)c(OC)c1	8%	-4%	-2%	20	-3%	11%	-3%
c1ccc(N/N=C2\CCCc3ccccc32)nc1	0%	-3%	-25%	5	-25%	-8%	131%[activator]
CC(CNC(=O)CN1C(=O)c2cccnc2Oc2ccc(Cl)cc21)c1ccccc1 (stereo not drawn)	-3%	-6%&1%	-7%	?	-13%&0%	4%	52%
COc1ccc(-c2noc(N3CCN(c4cccc(C)c4C)CC3)n2)cc1OC	1%	13%	/	-27	0%	/	/
Cc1nc2c(c(=O)c3ccccc3n2C)c(=O)n1-c1ccccc1	-16%	-12%	-23%	12	17%	-17%	-7%
CCCCn1nnnc1C(c1ccccc1)N1CCC2(CC1)C(=O)NCN2c1ccccc1 (stereo not drawn)	5%	/	-12%	-13	/	/	/
Cc1cccc(NC(=O)CSc2nnc(-c3ccccc3Br)o2)c1C	-8%	-11%	-3%	60	30%	3%	-32%
CC1(C)CC(=O)C(C(=O)C2CCN(S(=O)(=O)c3ccccc3)CC2)C(=O)C1	2%	9%	-7%	-13	12%	15%	-16%
CCCCC1(C)OC(=O)C(=Cc2ccc(-c3ccc(Cl)c(C(=O)O)c3)o2)C(=O)O1 (stereo not drawn)	?	-10%	2%	?	-9%	12%	-26%
CC(C)(C)C1CCc2c(sc3nc(-c4cc5cc(Br)ccc5oc4=O)[nH]c(=O)c23)C1 (stereo not drawn)	-2%	17%	/	39	0%	/	/
COCCCNC(=O)C1CCN(c2ccc(N3CCOCC3)nn2)CC1	8%	2%	-15%	-8	-3%	-2%	-9%
COCCCNC(=O)C[C@H]1C[C@H](C(=O)N2CCOCC2)[C@@]2(C)c3[nH]c4cc(-c5ccco5)ccc4c3CCN2C1=O	5%	/	-14%	38	/	/	149%[activator]
CCOC(=O)CN1CC23C=CC(O2)C(C(=O)Nc2ccc(F)c(C)c2)C3C1=O (stereo not drawn)	5%	-1%	-2%	-2	-7%	-17%	-18%
N#Cc1ccccc1COC(=O)c1ccc(Br)o1	4%	-1%	-1%	-35	7%	-7%	-22%
Clc1cc(Cl)cc(CSc2nnc(-c3sccc3-n3cccc3)o2)c1	-1%	1%	1%	-35	12%	0%	-16%
Brc1ccc(OCCCCN2CCCCC2)cc1	-6%	-6%	-2%	-8	2%	0%	10%
CCCCc1nc(NCCNC(=O)c2ccco2)c(C#N)c2c1CSC(C)(C)C2	5%	-6%	-6%	16	1%	3%	-16%
O=C(Cn1c(=O)n(Cc2ccc(C(=O)NCc3ccc4c(c3)OCO4)cc2)c(=O)c2ccccc21)Nc1ccc(F)cc1F	1%	21%	/	?	?	/	/
CCOC(=O)c1ccccc1NC(=O)CN(c1ccccc1)S(=O)(=O)c1ccc(OCC)cc1	-3%	17%	/	?	-5%	/	/
CC/C(=C/c1sc2ccc(C)cc2[n+]1CCO)SC	-9%	3%	-8%	?	-12%	-5%	0%
c1ccc(-c2nc(NCCCn3ccnc3)c3oc4ccccc4c3n2)cc1	0%	-9%	-2%	68	9%	-4%	34%
